B2AR arrestin – recruits beta-arrestin to the human beta2-adrenergic receptor. beta-arrestin recruitment to beta2AR, cell-based reporter. Potency, µM (doses to about 46.1 µM), for the others: top-dose activation, hits mostly activators. P07550. 330,000 tested, 0.02% active;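 also: potency is read from the fitted curve at half-maximal effect; 0% = DMSO controls and full agonism = EC100 isoproterenol or metaproterenol; nearly all actives have a fitted effect of over 65% in size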
Target sequence (P07550 whole entry, looked up): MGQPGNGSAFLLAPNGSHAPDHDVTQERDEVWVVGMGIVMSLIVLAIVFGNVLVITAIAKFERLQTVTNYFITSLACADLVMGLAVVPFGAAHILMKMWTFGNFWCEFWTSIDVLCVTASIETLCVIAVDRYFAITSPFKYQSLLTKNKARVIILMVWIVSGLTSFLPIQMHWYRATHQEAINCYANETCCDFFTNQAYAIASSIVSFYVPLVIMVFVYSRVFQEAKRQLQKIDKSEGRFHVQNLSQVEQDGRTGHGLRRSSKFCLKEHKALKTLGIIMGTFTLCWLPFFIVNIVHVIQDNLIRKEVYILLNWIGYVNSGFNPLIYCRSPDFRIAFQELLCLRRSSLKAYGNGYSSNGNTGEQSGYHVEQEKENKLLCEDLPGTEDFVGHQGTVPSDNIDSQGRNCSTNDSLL
Giardia kill – Giardia lamblia killing; Giardia lamblia trophozoite viability; activity change, % at 7.66 µM, hits read low; 340,000 tested, 0.15% active; in the data active = activity change below about -80%; inconclusive = between about -30% and that limit;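 also: parasites exposed to compound for two days anaerobically before the ATP read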
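Giardia lamblia trophozoites (100 cells/well) were incubated with compounds for 48 h at 37 deg C under anaerobic conditions. Viability was read as ATP content by one-step luminescence after 15-30 min at room temperature.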
Eya2 phos inh – inhibitors of human Eya2 phosphatase activity. O00167. recombinant Eya2, OMFP fluorescence dephosphorylation (OMFP is methylfluorescein phosphate). Potency, µM (series often up to 76.9 µM), for the others: at the highest dose activity, negative = inhibition, most hits filed as inhibitors. 330,000 tested, 0.006% active. AID 488837; also: potency is read from the fitted curve at half-maximal effect
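Eya2 (0.2 uM) preincubated 10 min at ambient with compound, then OMFP substrate added at 50 uM; 10 min reaction in 50 mM HEPES pH 7.5, 50 mM NaCl, 5 uM MgCl2, 0.05% BSA, 1 mM DTT. Fluorescence read at Ex 485/Em 525 nm.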
KCNH2 3.1 block – blocks the human KCNH2 3.1 channel isoform; U2OS KCNH2 3.1, thallium flux FluxOr; hits give low values; activity change, % (tested at about 1.8 µM); 340,000 tested, 0.95% active;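 active = maximum activity change below -70%; inconclusive = maximum activity change from -70% to -50%; inactive = maximum activity change above -50%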;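 also: thallium influx rate constant from kinetic fluorescence after stimulation buffer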
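Kinetic fluorescence (2 min after stimulation buffer) measures Tl+ influx through KCNH2 3.1 expressed by viral transduction in U2OS cells; the rate constant is normalized against DMSO controls serving as positive and negative references.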
uPA generation – blocks generation of uPA at the cell surface | 330,000 tested, 0.31% active | AID 540303 | cell surface uPA generation assay, qHTS | Potency, µM (doses to about 38.3 µM), for the others: at the top dose activity change, negative = inhibition, hits mostly inhibitors; active = well fitted inhibition curve with a large enough effect; inconclusive = small, poorly fitted or top-dose-only effect; inactive = no such curve, though single readings can be large or run the other way; tested in mouse RAW 264.7 cells; also: potency is read from the fitted curve at half-maximal effect; nearly all actives have a fitted effect of over 55% in size
USP2a inh – USP2a (human) protease inhibition; USP2 core, Ub-CHOP2 coupled fluorogenic reporter, 485/531; AID 463254; Potency, µM (highest dose often 38.3 µM), without a hit: at the top dose activity change, negative = inhibition, actives largely listed as inhibitors; 330,000 tested, 0.01% active; O75604;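 also: potency is read from the fitted curve at half-maximal effect; plate controls were DMSO wells for no effect and full inhibition by NEM control for full effect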
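Cell-free coupled assay: 10nM USP2 core preincubated 30min RT with compound in Tris-HCl pH 8.0/CaCl2/CHAPS buffer, then 25nM Ub-CHOP2 and 25nM reporter substrate; fluorescence (Ex 485/Em 531) read after 60min RT, normalized to NEM inhibition, concentration-response curves fitted.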
Chronic BCR inh – inhibitors of chronic active B-cell receptor signaling; ABC-DLBCL IkBa-CBG/CBR reporter, luminescence ratio, 4 h; Potency, µM (titrated, usually from 46.1 µM), for the others: at the top dose ratio change, negative = lower green/red ratio, actives largely listed as inhibitors; 340,000 tested, 0.05% active; active = well fitted inhibition curve with a large enough effect in the signal ratio, with a control signal flat, not every such curve was filed as active; inconclusive = small, poorly fitted or top-dose-only effect, or effect the other way, or a change in a side signal; the % refers to the signal ratio;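 also: potency is read from the fitted curve at half-maximal effect; plate controls were basal doxycycline-induced cells for no effect and cells given 10 µM MG132 for full effect; MG132 reads +100%, hits lower the ratio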
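Compounds up to 46 uM were incubated four hours with TMD8 cells whose green CBG68 luciferase is fused to IkappaBalpha; red CBR luminescence normalised the signal, and concentration-effect curves were fitted to fusion, red and ratio data.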
GALK inhibitor – blocks human galactokinase activity; P51570; Purified GALK, Kinase-Glo residual ATP luminescence; Potency, µM (titrated, usually from 57.5 µM), inactives show at the top dose activity change, negative = inhibition, most hits filed as inhibitors; 270,000 tested, 0.007% active; AID 1868; also: potency is read from the fitted curve at half-maximal effect
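ATP-depletion format; final 35 uM ATP, 100 uM D-galactose, 5 nM enzyme; pH 8.0 HEPES/Mg2+ buffer; 60 min RT; luminescence read 10 min after detection reagent.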
PKM2 activator – activators of human pyruvate kinase M2; purified PKM2, Kinase-Glo ATP luminescence, activation; response scale: 0% is enzyme alone, no compound; Potency, µM (highest dose often 57.5 µM), for the others: top-dose activation, most hits filed as activators; AID 1631; 260,000 tested, 0.34% active; P14618; also: potency is read from the fitted curve at half-maximal effect; nearly all actives have a fitted effect of over 55% in size
Target sequence (P14618 whole entry, looked up): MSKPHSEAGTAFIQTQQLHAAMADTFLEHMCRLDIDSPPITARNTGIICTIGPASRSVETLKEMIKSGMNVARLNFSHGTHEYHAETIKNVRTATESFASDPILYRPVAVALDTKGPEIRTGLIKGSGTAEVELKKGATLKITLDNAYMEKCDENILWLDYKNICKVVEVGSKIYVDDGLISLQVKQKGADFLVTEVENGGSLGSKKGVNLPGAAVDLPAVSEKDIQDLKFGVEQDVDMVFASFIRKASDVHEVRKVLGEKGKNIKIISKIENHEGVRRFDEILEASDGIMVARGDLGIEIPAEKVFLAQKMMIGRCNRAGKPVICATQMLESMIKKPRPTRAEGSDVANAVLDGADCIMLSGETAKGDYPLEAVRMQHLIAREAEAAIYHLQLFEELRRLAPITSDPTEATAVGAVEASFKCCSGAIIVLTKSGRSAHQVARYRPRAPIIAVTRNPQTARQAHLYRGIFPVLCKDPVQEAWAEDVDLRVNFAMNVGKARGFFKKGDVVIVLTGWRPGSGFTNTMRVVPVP
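Kinase-Glo luminescence reports ATP generated from ADP (0.1 mM) and PEP (0.5 mM) by purified hPK-M2 after 1 h at room temperature, pH 7.2 imidazole buffer; intermediate enzyme activity allows detecting inhibitors and activators.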
KCNH2 WT inh – KCNH2 (human, wildtype) channel inhibition. U2OS, BacMam KCNH2, thallium flux FluxOr; hits give low values. 340,000 tested, 0.37% active. activity change, % at 1.84 µM. Q12809;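 active = maximum activity change below -70%; inconclusive = maximum activity change between -70% and -50%; inactive = maximum activity change above -50%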
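U2OS cells were transduced with wild-type KCNH2 virus (2.03 x 10^8 / mL) for 4 h at room temperature, then cultured overnight at 37 C. Thallium flux was read with FluxOr dye. Rate constants were normalized to DMSO controls.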
Coupling enz – inhibits coupling enzyme system, counter-screen for aldolase hits | 290,000 tested, 0.67% active | activity change, negative = inhibition, % at 58.2 µM, hits read low | AID 2472 | coupling enzyme system counterscreen, AmpLite Red fluorescence; in the data active = activity change below about -30%
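Compounds tested against the coupling enzymes alone at 57.5 uM final; readout was AmpLite Red fluorescence (525/598 nm) after 20 min at RT.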
Active calls of the source: *; ? = inconclusive; · = not tested or not shown; & = joins results of further samples; [ ] = remark or other dose. Unless noted, calls follow the shape of the dose curve; as a rule, active = well fitted curve in the direction sought with a large enough effect; inconclusive = small, poorly fitted or top-dose-only effect, or another doubt; inactive = no such curve, though single readings can be large; an effect the other way counts as inactive or inconclusive. Unless noted, % is scaled to controls: 0 for no effect and ±100 for the full control effect.

SMILES	B2AR arrestin	Giardia kill	Eya2 phos inh	KCNH2 3.1 block	uPA generation	USP2a inh	Chronic BCR inh	GALK inhibitor	PKM2 activator	KCNH2 WT inh	Coupling enz
COC(=O)c1nnn(-c2nonc2N)c1CSc1ccc(Cl)cc1	-0.4%	-24	-20%	4	2%	1%	-2%	-1%	13%	4	3
O=C1N=c2ccc([N+](=O)[O-])cc2=C1c1sc(=O)[nH]c1O	-0.4%	-7	16%	3	3%	0%	3%	-15%	0%[11.5 µM]	-2	-1
O=C(O)CC/C(=N\Nc1ccc(S(=O)(=O)N2CCCC2)cc1[N+](=O)[O-])c1cccs1	-0.1%	-16	-16%	8	2%	-1%	?	-2%	3%	-3	8
O=C(NC1CCCC1)c1ccccc1OCc1ccccc1	-0.7%	5	-11%	10	-1%	1%	?	11%	1%	8	-14
O=C(O)C1C2C=CC(C2)C1C(=O)N1CCOCC1 (stereo not given)	-0.2%	4	-35%	-7	1%	5%	-4%	0%	-2%	5	0
Cc1noc(C)c1COC(=O)C1CCN(S(=O)(=O)c2ccc(F)cc2)CC1	0.2%	-1	4%	-1	-1%	4%	0%	·	·	-9	·
COC(=O)c1ccc(C(=O)OC)c(NC(=O)CSCc2ccccc2Br)c1	0.1%	0	0%	-2	5%	3%	-8%	-2%	10%	-3	2
Cc1n[nH]c(C)c1Sc1ccccc1N=Cc1cc(Cl)cc([N+](=O)[O-])c1O	0.1%	-12	2%	-5	3%	1%	1%	5%	4%	-133*	-7
Cc1cc2cc3c(C)cc(=O)oc3c(C)c2o1	-0.3%	-10	2%	-4	28%	4%	-1%	1%	·	20	3&4&-1
CCC(=O)N(CCc1ccc(OC)c(OC)c1)Cc1cc2ccc(C)cc2n2nnnc12	-1.0%	0	-10%	-2	0%	-1%	?	4%	3%	5	-4
COc1ccc(NC(=O)CSc2n[nH]c(C(C)C)n2)c([N+](=O)[O-])c1	-0.1%	3	-27%	-6	2%	4%	0%	12%	20%	-8	2
COc1ccc(CN2CCC(Cc3ccccc3)CC2)cc1OC	3.4%	-10	-22%	1	?	0%	-5%	-5%	-9%	26	0

Random excerpt: 3 compounds from above, in no set order.
SMILES	B2AR arrestin	Giardia kill	Eya2 phos inh	KCNH2 3.1 block	uPA generation	USP2a inh	Chronic BCR inh	GALK inhibitor	PKM2 activator	KCNH2 WT inh	Coupling enz
Cc1noc(C)c1COC(=O)C1CCN(S(=O)(=O)c2ccc(F)cc2)CC1	0.2%	-1	4%	-1	-1%	4%	0%	·	·	-9	·
COc1ccc(CN2CCC(Cc3ccccc3)CC2)cc1OC	3.4%	-10	-22%	1	?	0%	-5%	-5%	-9%	26	0
O=C(O)C1C2C=CC(C2)C1C(=O)N1CCOCC1 (stereo not given)	-0.2%	4	-35%	-7	1%	5%	-4%	0%	-2%	5	0

Later entries.
SMILES	B2AR arrestin	Giardia kill	Eya2 phos inh	KCNH2 3.1 block	uPA generation	USP2a inh	Chronic BCR inh	GALK inhibitor	PKM2 activator	KCNH2 WT inh	Coupling enz
COCCN1Cc2cccc(C(=O)Nc3ccccc3OC)c2C1=O	0.4%	7	1%	-4	12%	1%	9%	0%	-1%	-8	0
Cn1nc(C(=O)Nc2nc3ccccc3[nH]2)c2ccccc2c1=O	-0.1%	2	-20%	14	0%	3%	?	0%	-4%	-4	0
CCC1CCCCN1Cc1nc2c(c(=O)n(C)c(=O)n2C)n1CCCc1ccccc1 (stereo not given)	-1.9%	-12	0%	-11	8%	-1%	1%	0%	0%	0	2
O=C(COc1ccc(Br)cc1)NCCNC(=O)c1cccnc1	0.6%	-25	4%	·	3%	-1%	-1%	-4%	1%	-4	1
O=C(c1ccccc1)c1ccc(OCC(O)CNC2CCCc3ccccc32)cc1 (stereo not given)	-0.2%	12	6%	-2	0%	3%	-15%	6%	-14%	-2	-3
COc1ccc(C2C(C#N)=C(N)Oc3c2c(C)nn3-c2ccccc2)cc1Cn1nc(C)c([N+](=O)[O-])c1C (stereo not given)	-0.6%	4	11%	·	1%	-1%	?	-1%	-5%	8	5
O=C(c1cc2nc(C3CC3)cc(C(F)(F)F)n2n1)N1CCCC1	-0.6%	-7	0%	-11	9%	4%	-1%	0%	0%	1	3
O=C(COc1ccccc1)Nc1ccccc1C(=O)NCc1ccco1	0.2%	4	-18%[15.4 µM]	-3	2%	3%	?	4%	8%	-7	-2
O=c1[nH]c2cc3c(cc2cc1CN(CCN1CCOCC1)C(=S)NCC1CCCO1)OCO3 (stereo not given)	0.3%	-23	10%	7	?	0%	-9%	-1%	2%	4	0
COc1ccc(-n2c(N3CCN(C)CC3)nc3sc4c(c3c2=O)CCCCC4)cc1	-0.7%	0	9%	-47	8%	4%	1%	4%	4%	-2	-2
CCC(=O)NC(NC(=O)CC)C(Cl)Cl	-0.2%	-4	16%	14	-2%	-2%	-15%	0%	-2%	-9	·
COc1ccccc1N1CCN(C(=O)c2ccc(NC(C)=O)cc2)CC1	-0.7%	9	4%	3	0%	0%	-1%	4%	-8%	1	2
CCCCN1CN=C(Nc2nc3ccccc3o2)NC1	1.7%	7	2%	12	-4%	0%	12%	-1%	-8%	10	-2
Cc1ccc(-c2nnn(CC(=O)N(Cc3ccco3)C(C(=O)NC(C)(C)C)c3ccncc3)n2)o1 (stereo not given)	1.0%	8	-1%	-2	-1%	0%	1%	-1%	0%	3	2
CC(C)(C)N1C(=O)c2ccc(C(=O)Nc3ccc(O)cc3)cc2C1=O	-4.9%	6	-9%	-6	-8%	1%	?	1%	0%[11.5 µM]	12	0
NC(=O)c1nsc(C(=O)N(c2ccc(F)cc2)C(C(=O)NCC2CCCO2)c2c[nH]c3ccccc23)c1N (stereo not given)	-0.4%	-1	4%	-22	-7%	-1%	-1%	-5%	-11%	-6	0
Cc1ccccc1NC(=O)CSc1nnc(-c2ccco2)c(-c2ccco2)n1	12%	7	11%	5	-2%	?	0%	4%	23%	-7	2
O=C(Oc1cccc(NC(=O)c2cccs2)c1)c1cccc(S(=O)(=O)N2CCCC2)c1	-0.1%	-6	3%	-9	-1%	-1%	-22%	1%	-4%	10	-3
COc1ccc(-n2c(N)c(C(=O)NCc3cccnc3)sc2=S)cc1	0.5%	-5	-6%	12	·	0%	10%	3%	9%	-3	-6
CCCN1CCN(C(=O)Nc2cccc(C(F)(F)F)c2)CC1	-0.4%	18	-19%	·	-2%	1%	0%	-1%	13%	22	-1
N#C/C(=C\Nc1ccc(Cl)cc1)S(=O)(=O)c1ccccn1	0.0%	?	2%	9	18%	-1%	-2%	-5%	?	2	1
Cc1c(C)c2ccc(OC(C)C(=O)NCc3ccccn3)cc2oc1=O (stereo not given)	-0.2%	-11	-2%	5	-12%	2%	-5%	-4%	·	-11	1
O=C(CCC(=O)OCC(=O)c1ccc(Cl)cc1Cl)Nc1cccc2cccnc12	-0.4%	-25	2%	5	-13%	7%	?	0%	1%	3	1
COc1cccc(NC(=O)CN2C(=O)C(=O)N(C3CCCC3)C2=O)c1	-0.1%	5	-26%	23	1%	0%	1%	·	·	-7	·
COc1cccc(CNc2ccc(F)c(Cl)c2)c1O	0.4%	-7	-12%	9	·	5%	2%	-2%	0%	-2	0
CCOC(=O)N[C@H](Cc1c[nH]c2ccccc12)C(=O)NC1CC1	0.3%	4	3%	23	19%	0%	-1%	-2%	-13%	6	-16
CCOC(=O)Cn1cc(/C=C/[N+](=O)[O-])c2ccccc21	-0.2%	-8	4%	-1	10µM*	3%	?	4%	24%	·	-8
COc1ccccc1C(=O)NCCC(=O)NC1CCCCC1C (stereo not given)	-0.2%	0	-13%	0	12%	0%	9%	·	·	-3	·
Cc1ccc2nc(C)cc(C(=O)N3CCCC(CO)(Cc4ccccc4C)C3)c2c1 (stereo not given)	0.0%	-7	3%	-19	4%	-1%	7%	2%	?	6	2
CC(=O)c1ccccc1NC(=O)CC1(CC(=O)O)CCCCC1	0.0%	11	-14%	5	9%	-2%	-1%	9%	0%	5	0
Cc1ccc(NC(=S)N/N=C2/CCCc3c(C)cc(C)cc32)cc1	0.0%	-4	-14%	-3	5%	-5%	?	-5%	-4%	-1	5
O=C(Cc1coc2cc(O)ccc12)NNC(=O)c1cccs1	-0.1%	2	6%	-17	4%	0%	5%	·	·	-7	·
COc1ccc(-c2nc(NC(=O)c3nc4nccc(C)n4n3)sc2C)cc1	0.5%	1	-2%	18	?	2%	-27%	-7%	·	·	2
O=C(C[C@H]1C/C=C\C[C@@H](Cc2ccc(F)cc2)C(=O)O[C@H](c2ccccc2)CNC1=O)NCCO	-0.9%	-7	-1%	-14	7%	-1%	-2%	·	·	-3	·
BrC(=C\c1ccccc1)/C=N/N1CCN(Cc2ccccc2)CC1	-0.4%	-8	14%	6	-4%	0%	?	2%	-2%	3	0
CC(=O)c1ccc2oc3ccccc3c(=O)c2c1	0.6%	3	-15%	10	-11%	1%	0%	·	5%	0	-4
Cc1cc(/C=C(\C#N)C(=O)NCCc2c[nH]c3ccccc23)c(C)n1C	-0.8%	18	-4%	-47	2%	-1%	?	3%	0%	-11	0
